# LANA DNA inh = blocks KSHV LANA C-terminal domain binding to DNA. actives 0.078% (n = 340,000). inhibition, % at 9 µM. MBP-C-LANA/FAM-LBS DNA binding, fluorescence polarization;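 active means highest replicate inhibition at or above 60% at 9 µM, even if other replicates fall short; inactive means all replicates below 60% inhibition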;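 further: 0% = neutral control wells and 100% = 4 µM acridine orange control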
# cardiac RTF act = cardiac RTF calcium sensitization; P19429+P45379; IANBD-labeled TnC RTF fluorescence at EC20 calcium; 0% EC20 calcium, 100% full calcium; activation, % at 7.2 µM; actives 0.24% (n = 340,000); AID 493008;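 active means activation above the mean over all tested compounds plus 3 SD, cut at about 30% in these data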;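 further: rise in fluorescence read as greater calcium sensitivity of cardiac thin filaments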
# Keap1-Nrf2 PPI = Keap1-Nrf2 (human) interaction inhibition; Q14145; Keap1 Kelch-Nrf2 peptide fluorescence polarization, 1536-well; inhibition, % at 9.4 µM; actives 0.15% (n = 340,000); in the data active means inhibition above about 12%; inconclusive means no clear call, values can overlap the other calls; inactive means below about 7.3%;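 further: human Keap1 Kelch domain with fluorescein labeled Nrf2 9mer peptide probe; 0% = neutral control wells and 100% = peptide positive control; higher means more block of Keap1 binding to Nrf2 peptide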
# RTF Ca sens inh = cardiac RTF calcium desensitization; inhibition, % at 7.15 µM; P19429+P45379; AID 493244; actives 0.12% (n = 340,000); IANBD-labeled cardiac RTF, Ca2+ fluorescence;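 active means inhibition above the mean inhibition of all tested compounds plus 3 SD, cut at about 17% in these data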;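 further: assay run at fixed EC70 calcium of 1.6 mM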
# OPRM1-OPRD1 inv = mu-delta opioid heterodimer inverse agonism; P35372+P41143; cell-based MOR-DOR heterodimer luminescence; inhibition, % at 9.3 µM; actives 0.21% (n = 340,000); in the data active means inhibition above about 22%, passing the limit was not always enough;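 further: 0% = cells with DMSO and 100% = wells without cells with DMSO; values of inactives mirror those of a sister screen read the other way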
# Target sequence (P35372 whole entry, looked up): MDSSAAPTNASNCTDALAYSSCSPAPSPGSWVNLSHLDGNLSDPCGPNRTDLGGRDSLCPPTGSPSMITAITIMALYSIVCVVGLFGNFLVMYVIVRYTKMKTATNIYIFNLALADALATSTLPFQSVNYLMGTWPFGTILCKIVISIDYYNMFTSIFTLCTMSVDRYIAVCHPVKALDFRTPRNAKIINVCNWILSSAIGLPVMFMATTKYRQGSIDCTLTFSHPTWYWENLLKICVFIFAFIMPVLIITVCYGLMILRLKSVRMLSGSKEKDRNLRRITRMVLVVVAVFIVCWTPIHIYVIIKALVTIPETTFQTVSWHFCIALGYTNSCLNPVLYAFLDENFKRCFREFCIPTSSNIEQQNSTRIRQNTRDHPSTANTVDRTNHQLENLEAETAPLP
# Target sequence (P41143 whole entry, looked up): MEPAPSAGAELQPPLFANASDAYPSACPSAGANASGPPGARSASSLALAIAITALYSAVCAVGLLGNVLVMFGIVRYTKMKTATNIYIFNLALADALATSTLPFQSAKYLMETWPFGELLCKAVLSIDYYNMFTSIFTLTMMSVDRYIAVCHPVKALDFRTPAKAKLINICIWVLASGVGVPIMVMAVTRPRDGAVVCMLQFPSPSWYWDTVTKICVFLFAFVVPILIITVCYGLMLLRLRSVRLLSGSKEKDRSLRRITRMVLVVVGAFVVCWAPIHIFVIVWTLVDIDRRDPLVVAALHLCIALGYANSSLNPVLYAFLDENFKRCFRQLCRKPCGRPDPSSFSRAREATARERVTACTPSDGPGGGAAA
# Arrestin-AP2 inh = human beta-arrestin and AP2 interaction inhibition | FITC-arrestin peptide / GST-AP2 beads, flow cytometry; AP2 beta2 appendage carries R879A mutation | inhibition, % at 10 µM | actives 0.31% (n = 340,000);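 active means inhibition above a set limit, near 3 SD of compounds lacking own fluorescence, cut at about 54% in these data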;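 further: plate controls were DMSO wells for no effect and 5 µM unlabelled arrestin peptide for full effect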
#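 Material – GST-tagged AP2 beta2-adaptin appendage (R879A) on 4 µm glutathione beads · Probe or stimulus – fluorescein-tagged arrestin peptide at 50 nM final · Timing – 12 min plus 1 h, RT · Detection – bead flow cytometry, FITC channel · Read-out basis – inhibition as reduced fluorescein signal on beads, percent · Medium – PBS plus Tween 20 (0.05%) and BSA (0.1%)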
# V-ATPase pHluor = alters yeast V-ATPase proton transport; S. cerevisiae, pHLuorin cytosolic pH fluorescence; response, % at 10 µM; actives 0.37% (n = 350,000); in the data active means response mostly above about 7.3%, no sharp cut-off; inactive means mostly below about 5.4%; further: actives read high; inactives centre near 0; some compounds called inactive have numbers as strong as hits; reference of the scale not given here
# Pemphigus Ab inh = blocks pemphigus antibody binding to human desmoglein-3; actives 0.48% (n = 310,000); binding (percent of control), % at 10 µM; P32926; AID 588358; DSG3-coupled beads, scFv-anti-DSG3-GFP binding, flow cytometry; active compounds read low;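 active means binding more than 3 SD below its plate's average and above zero; inconclusive means below that plate limit but binding exactly zero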;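 further: hits lower antibody fragment binding to DSG3; some compounds called inactive have numbers as strong as hits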
# Wnt act = Wnt/beta-catenin pathway activation; Wnt/beta-catenin reporter cell assay, activator, plate reader; actives 1.2% (n = 300,000); activation, % at 9.35 µM; AID 743398; in the data active means activation above about 30%, passing the limit was not always enough; inconclusive means no clear call, values can overlap the other calls;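 further: 0% = neutral control wells and 100% = positive control wells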
# MOR-DOR ag = OPRM1-OPRD1 heterodimerization agonism; actives 0.3% (n = 340,000); AID 504326; cells, luminescence; activation, % at 9.3 µM; P35372+P41143; in the data active means activation above about 18%;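 further: 0% = vehicle-treated cells and 100% = reference agonist; values of inactives mirror those of a sister screen read the other way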
# Active calls of the source: *; ? = inconclusive; . = not tested or not shown.
# Second line of a record – LANA DNA inh, cardiac RTF act, Keap1-Nrf2 PPI, RTF Ca sens inh, OPRM1-OPRD1 inv, Arrestin-AP2 inh, V-ATPase pHluor, Pemphigus Ab inh, Wnt act, MOR-DOR ag
- Brc1ccc(C2Nc3cccc4cccc(c34)N2)cc1
    2.3, -4.2, 3.6, -4.3, -1.4, 7.9, 7.6, 113.8, -0.5, 0.3
- O=C(c1cnn(C(=O)c2ccccc2F)c1)c1ccccc1O
    -1.2, -3.1, -7.7, -0.2, 1.7, -5.3, 1.1, 92.1, 5.6, -0.4
- Cc1ccc(-c2c(CC(=O)O)c(C)nc3sc4c(c23)CCCC4)cc1
    1.1, 1.9, -3.5, 3.6, 3.7, -3.0, -1.4, 100.3, -1.0, -0.6
- Cc1nn(CCC(=O)NNC(=S)Nc2ccc(F)cc2)c(C)c1[N+](=O)[O-]
    -0.1, 2.8, 1.5, -6.5, 11.0, 4.6, -1.9, 104.9, -5.7, -2.4
- O=C(c1cc(-c2ccco2)nc2ccccc12)N1CCCC(C(F)(F)F)C1 (centres undefined)
    -0.6, -2.4, 1.2, -2.5, 1.2, 6.2, -3.5, 94.6, 3.2, -0.3
- C=CC[C@]12CC=CC(=O)[C@@]1(O)O[C@H](c1ccc(OC)c(OC)c1)[C@H]2C
    -0.6, 2.4, -5.2, 5.1, 8.3, 6.9, 1.1, 97.8, -3.2, -1.5
- O=C(CN1C(=O)c2ccccc2S1(=O)=O)Nc1ccc(S(=O)(=O)N2CCCCCC2)cc1
    -2.4, 4.6, 0.4, -8.9, 4.4, 16.2, -3.4, 92.0, 1.1, -0.8
- O=C(COc1ccccc1-c1ccccc1)c1ccccc1
    -1.0, 12.5, -2.3, 1.5, 0.7, -3.2, -1.8, 129.7, -1.9, -0.1
- CCOC(=O)n1c(=O)n(Cc2ccc(Cl)c(Cl)c2)c2ccccc21
    -2.9, -1.0, 0.1, 4.4, -0.3, 20.1, -3.9, 102.1, ., 0.1
- O=C(Nc1ccn(-c2ccccc2)n1)c1ccccc1Br
    -0.5, -0.3, -0.5, -6.2, -8.1, -6.7, -0.5, 98.5, ?, 1.1
- CC1(C)NC(=O)N(CC(=O)Nc2cc(C(F)(F)F)cc(C(F)(F)F)c2)C1=O
    -0.4, 3.5, 3.1, -4.8, 4.1, -27.3, 2.1, 108.6, -0.6, -1.2
- Cc1ccc(S(=O)(=O)NNc2ccccc2)c(C)c1
    -0.9, 4.4, -2.1, 3.2, 23.0, 11.6, -2.9, 99.1, -0.7, -4.3
- O=c1cc(NCc2ccccc2)c2ccccc2o1
    -0.1, 0.6, 3.5, -2.8, 5.3, -4.0, 2.7, 107.6, 4.2, -1.0
- CC(=O)Nc1ccccc1NC(=O)C/C(C)=N/NC(=O)c1ccc([N+](=O)[O-])c(Cl)c1
    0.7, 9.2, -3.4, -3.0, -23.6, 4.6, -2.6, 107.8, ., 5.3
- Cc1ccc(C2(C)NC(=O)N(CC(=O)Nc3ccc(Cl)c(S(=O)(=O)N4CCCCC4)c3)C2=O)cc1 (centres undefined)
    0.2, -9.7, -4.5, -5.3, -12.5, -7.6, -1.2, 85.3, -2.8, 2.3
- CCCN1CCN(C(=O)c2nn(-c3ccc(OC)cc3)c(=O)c3c2c2ccccc2n3C)CC1
    -0.2, -2.7, 3.5, -6.5, 13.2, 15.0, -0.6, 84.9, -11.4, -1.8
- COc1cccc(NC(=O)COC(=O)CNC(=O)C2CCCCC2)c1
    -0.5, -0.9, 0.0, -16.4, -4.3, 27.1, 0.5, 97.7, 2.2, 1.1
- c1ccc(-c2csc(Cc3nnc4n3CCCCC4)n2)cc1
    1.1, -2.7, 5.2, -12.3, 0.3, 6.5, -1.0, 103.2, ., -0.1
- COc1ccc(CCNC(=O)Cc2ccc(C)cc2)cc1OC
    0.3, -5.9, 8.1, -3.1, 2.1, 6.0, 5.8, 101.1, 0.2, -0.4
- Cc1cccc(N(CC(=O)Nc2ccc(F)cc2)S(C)(=O)=O)c1
    -0.1, 4.0, 2.0, -5.2, 15.0, 10.8, -3.4, 96.0, 3.0, -2.9
- Cc1sc2ncnc(N3CCN(Cc4ccccc4)CC3)c2c1-c1ccccc1
    -0.1, -6.5, 3.0, -10.5, -68.6, -1.4, 0.7, 98.1, -4.5, 10.8
- Cc1ccc(C(=O)CSc2nnnn2-c2ccccc2)o1
    0.2, 0.5, 2.4, 1.5, 9.1, -3.7, -3.3, 97.0, 13.9, -1.8
- CCSc1nc2nccnc2c(=O)[nH]1
    1.4, -5.7, -2.0, -1.2, 15.6, -15.6, -0.1, 90.0, 0.3, -3.0
- Cc1ccc(N/N=C/c2ccc3c(c2)OCCO3)cc1Cl
    0.5, 2.2, -3.1, -1.0, 26.9, 4.1, 1.1, ., ., -5.6
- O=C(C1CCCC1)N(c1ccccc1)C1C=CS(=O)(=O)C1 (centres undefined)
    4.5, 1.5, -1.0, -9.2, 9.5, ., -5.3, 102.3, -2.0, -1.7
- O=C(NCc1ccccn1)c1ccccc1OCc1ccc(F)cc1
    0.9, -0.8, -4.4, 4.8, 17.0, -2.3, -1.8, 95.8, -1.1, -2.7
- O=S(=O)(N/N=C/c1ccc2c(c1)OCCO2)c1ccc(Cl)cc1
    -0.8, -0.9, -0.1, -0.5, 16.6, 21.6, 0.1, 98.9, -0.1, -3.1
- CN1CCN(C(=O)/C=C/c2c(F)cccc2Cl)CC1
    -1.6, -2.0, 2.3, 4.1, 8.6, -0.6, 1.5, 99.7, 0.8, -1.6
- O=S(=O)(c1cc(Cl)ccc1Cl)N1CCC2(CC1)OCCO2
    1.7, 3.9, 0.3, 4.8, 11.2, -0.8, -1.3, 99.5, -1.9, -2.1
- CCOC(=O)c1c(NC(=O)COC(=O)CNC(=O)c2ccco2)sc(C(C)=O)c1C
    0.2, -10.9, -3.2, 13.8, 14.2, 33.0, -0.9, 86.3, -0.9, -2.8
- CSc1n[nH]c(=O)n1-c1ccc(Cl)cc1
    0.5, 7.0, -3.0, 0.6, -6.6, -9.3, 5.2, 107.2, 1.8, 1.3
- CN(C1CCCCC1)S(=O)(=O)c1ccc(S(=O)(=O)N(CC(=O)Nc2ccccc2)C2CC2)cc1
    -0.5, 2.3, -7.1, -11.4, -26.1, 1.5, 2.0, 96.7, -2.4, 5.0
- COc1ccc(CCC(=O)Nc2ccc(S(=O)(=O)Nc3nccc(C)n3)cc2)cc1
    -2.3, -2.1, -5.0, -2.6, 17.0, 26.4, 2.7, 100.6, -2.1, -3.2
- O=C(NCc1ccco1)C(c1ccccc1)N(C(=O)Cc1cccs1)c1ccccc1F (centres undefined)
    0.7, -0.3, 0.0, -6.4, 5.1, 24.7, -2.4, ., -3.0, -1.0
- O=C(CSc1nnc(-c2cccc(F)c2)o1)Nc1nncs1
    0.7, 1.9, -0.1, -2.6, 0.4, 17.0, -0.1, 100.5, -0.5, -0.1
- CCOC(=O)c1cc(-c2ccccc2)sc1NC(=O)C(C)OC(=O)c1cccc(S(=O)(=O)N(C)C)c1 (centres undefined)
    0.0, 1.1, -1.4, 6.4, 8.4, 5.6, -2.8, 97.2, ., -1.4
- O=C(NC1CCCCC1)C(c1ccc(F)cc1)N(Cc1cccs1)C(=O)CN1C(=O)c2ccccc2S1(=O)=O (centres undefined)
    0.8, -9.0, -0.1, -10.0, 20.2, 5.9, 0.5, 122.2, ., -3.8
- CC1CN(C(=O)c2ccc(CNS(=O)(=O)c3cccc(C(F)(F)F)c3)cc2)CC(C)O1 (centres undefined)
    -1.9, -1.5, 4.1, -7.1, 4.8, 0.1, -1.4, 103.7, ., -0.9
- CCc1ccc(NC(=O)CC2C(=O)NCCN2C(=O)c2ccccc2OC)cc1 (centres undefined)
    -0.2, 4.0, 1.0, -8.2, -1.4, 27.5, -1.9, 100.7, -2.7, 0.2
- CCOC(=O)N1CCC(=NNc2ncc(C(F)(F)F)cc2Cl)CC1
    0.5, -3.4, 0.0, -1.0, -3.6, 5.2, -1.9, 80.7, 1.4, 0.8
- O=C(Nc1ccc(C(=O)NC2CCCCC2)cc1)c1cncc(Br)c1
    0.2, -4.8, -1.4, 0.7, 17.5, 10.3, 1.9, 106.4, -1.7, -3.5
- O=C(CNC(=O)c1ccccc1F)NCCOc1ccccc1Cl
    -1.9, 0.4, 2.5, 11.0, -10.3, 19.6, 0.2, 98.3, ., 1.4
- O=C(CCS(=O)(=O)c1ccc2c(c1)NC(=O)CO2)NCCc1ccccc1
    0.7, 6.2, -1.2, 0.1, 4.8, -3.1, -0.3, 108.1, 0.9, -0.9
- CC(C)C1C2=C(CC(C)(C)CC2=O)ON1c1ccccc1 (centres undefined)
    0.2, 7.9, 0.5, -11.6, 0.8, 14.7, -4.8, 105.8, ., -0.1
- CC(SC1=NCCN1S(=O)(=O)c1ccc(F)cc1)c1ccccc1 (centres undefined)
    -1.6, -4.1, 4.8, 2.5, -6.9, -7.9, -2.7, 115.3, -2.7, 1.7
- CC(C)CCNC(=O)C(c1ccncc1)N(C(=O)Cn1nnc(-c2ccc(F)cc2)n1)c1ccccc1F (centres undefined)
    -0.7, 7.1, -3.5, -2.0, 11.9, -11.9, -0.5, 97.4, ., -2.4
- Cc1onc(-c2ccccc2)c1C(=O)N1CCCC1
    -2.1, -2.1, 0.4, 3.0, 8.5, -15.7, -1.8, 111.2, -0.8, -2.6
- Cc1nnc(SC(C(=O)Nc2cc(Cl)cc(Cl)c2)c2ccccc2)[nH]c1=O (centres undefined)
    3.1, -6.7, 2.7, 5.2, 8.1, -3.5, -0.8, 99.8, -0.3, -1.6
- COc1ccc(C(=O)CC(c2ccccc2)C2CCCCC2=O)cc1 (centres undefined)
    -0.3, 0.8, 0.1, -4.8, -3.5, 14.7, -5.3, 101.0, -3.6, 0.6
- COc1ccc(N2C(=O)C(Cl)=C(N3CCOCC3)C2=O)cc1
    -1.1, -1.0, 0.6, -2.6, 10.7, 24.7, -0.8, 119.8, 5.1, -2.1
- COc1ccc(NC(C#N)c2ccccc2OCc2ccccc2)cc1 (centres undefined)
    -1.2, -4.9, 0.1, 8.4, -16.1, 6.3, -1.1, 100.0, 22.5, 2.2
- COc1ccc(OC)c2c1CCC2=O
    -1.0, 5.3, 0.5, -1.1, -3.9, 5.9, -5.4, 104.3, 4.7, 0.7
- O=C(NNC(=O)c1ccc2c(=O)n3c(nc2c1)CCC3)c1cccc(Cl)c1
    -1.6, -6.8, -2.0, -8.4, 3.0, 39.2, -1.1, -14.1, 0.5, -0.4
- CC1CN(c2nc3ccccc3nc2SCC(=O)Nc2ccc(F)cc2)CC(C)O1 (centres undefined)
    1.3, 0.1, -7.2, -4.2, -37.9, -6.3, 5.1, 97.7, -1.8, 6.4
- Cc1cc([N+](=O)[O-])ccc1N=Nc1c(N)[nH]n(-c2ccccc2)c1=O
    0.9, 0.4, 0.3, -9.1, 4.7, 5.9, 2.3, 101.3, -0.9, -0.9
- COc1ccccc1C1C=C(c2ccccc2)Nc2nnnn21 (centres undefined)
    0.7, -0.2, -4.7, -2.6, 6.7, -5.4, 2.2, 97.1, ., -1.4
